# TrxR1 inh: rat TrxR1 inhibition; Potency, µM (top dose mostly 114 µM), inactives show at the highest dose activity change, negative = inhibition, most hits filed as inhibitors; recombinant rTrxR1, NADPH fluorescence consumption, selenite substrate; hit rate 1% among 390,000; AID 588453; note: potency is the fitted concentration of half-maximal effect; % is set by controls: 0 for no effect and ±100 for the full control effect; nearly all actives have a fitted effect of over 65% in size
#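 Rat TrxR1 (90 nM in the dispensed reagent) was pre-reduced with 400 uM NADPH for 5 min at room temperature, then incubated with compound for 15 min. After 400 uM selenite was added, NADPH fluorescence (Ex 340/Em 450 nm) was followed for 8 min.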
# mIDH1 inhibitor: blocks human mutant IDH1 R132H enzyme; hit rate 0.093% among 390,000; Potency, µM (top dose mostly 76.6 µM), without a hit: at the top dose activity change, negative = inhibition, most hits filed as inhibitors; IDH1-R132H enzyme, NADPH consumption, diaphorase/resazurin fluorescence; O75874; note: potency is the fitted concentration of half-maximal effect; % is set by controls: 0 for no effect and ±100 for the full control effect; nearly all actives have a fitted effect of over 65% in size
#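 IDH1-R132H (0.5 ug/mL dispensed) in pH 7.5 Tris buffer was preincubated 30 min with compound, then given a substrate mix of 0.016 mM NADPH and 2 mM alpha-KG for 80 min at room temperature; remaining NADPH was read by diaphorase/resazurin fluorescence.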
# Tb PGK inh: T. brucei PGK inhibition | hit rate 0.043% among 380,000 | Potency, µM (highest dose often 57.5 µM), inactives show at the top dose activity change, negative = inhibition, most hits filed as inhibitors | PGK/GAPDH coupled, Kinase-Glo luminescence, 60 min | P07378; note: potency is the fitted concentration of half-maximal effect; % is set by controls: 0 for no effect and ±100 for the full control effect; nearly all actives have a fitted effect of over 60% in size
#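 Luminescent ATP detection (Kinase-Glo Plus) follows a 60-minute room-temperature incubation, with wells lacking PGK as controls. Buffer: 100 mM TEA (pH 7.6), 5 mM MgCl2, 0.01% Tween-20. Coupling enzyme GAPDH (100 nM final) supplies unstable 1,3-BPG in-well.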
# HP1b chromo inh: blocks HP1-beta chromodomain binding to methylated histone tails; P83916; AlphaScreen HP1-beta / biotin-H3K9me3 peptide binding; Potency, µM (highest dose often 114 µM), inactives show at the highest dose activity change, negative = inhibition, usual class: inhibitors; hit rate 0.56% among 390,000; AID 540317; note: potency is the fitted concentration of half-maximal effect; nearly all actives have a fitted effect of over 70% in size; inactives centre near 23
# Target sequence (P83916 whole entry, looked up): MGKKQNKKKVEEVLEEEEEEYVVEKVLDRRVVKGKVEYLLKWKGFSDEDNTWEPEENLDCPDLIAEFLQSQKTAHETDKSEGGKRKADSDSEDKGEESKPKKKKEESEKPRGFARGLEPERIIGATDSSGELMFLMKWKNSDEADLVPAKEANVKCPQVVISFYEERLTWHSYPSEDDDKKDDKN
#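 AlphaScreen: HP1-beta (50 nM) preformed 30 min with biotin-H3(1-18)K9me3 peptide (50 nM) in PBS pH 7.4, 0.01% Tween-20. Compound added for 30 min at RT, then streptavidin donor/nickel chelate acceptor beads (10 ug/mL) for 30 min.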
# Pin1 inh: blocks the human prolyl isomerase Pin1. AID 504891. Potency, µM (series often up to 115 µM), without a hit: top-dose activity, negative = inhibition, usual class: inhibitors. hit rate 0.009% among 390,000. Pin1 FP peptide displacement, HiFluor488, 10 min. Q13526; active = well fitted inhibition curve with a large enough effect in the polarisation, with a control signal flat, not every such curve was filed as active; inconclusive = small, poorly fitted or top-dose-only effect, or effect the other way, or a change in a side signal; inactive = no such curve, though single readings can be large or run the other way; the % refers to the polarisation; note: potency is the fitted concentration of half-maximal effect; % is set by controls: 0 for no effect and ±100 for the full control effect
# Target sequence (Q13526 whole entry, looked up): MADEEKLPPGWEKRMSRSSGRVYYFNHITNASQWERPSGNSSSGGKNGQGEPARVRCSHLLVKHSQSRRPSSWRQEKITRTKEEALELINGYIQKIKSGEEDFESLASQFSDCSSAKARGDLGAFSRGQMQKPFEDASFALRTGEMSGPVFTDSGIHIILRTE
# TrxR1 substrate: is turned over as a substrate by rat TrxR1. Potency, µM (doses to about 114 µM), for inactives: at the top dose activity change, negative = substrate turnover. hit rate 0.01% among 390,000. purified TrxR1 substrate turnover, NADPH consumption readout; note: potency is the fitted concentration of half-maximal effect; % is set by controls: 0 for no effect and ±100 for the full control effect; nearly all actives have a fitted effect of over 50% in size
#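 Rat TrxR1, dispensed at 90 nM, was prereduced with 400 uM NADPH (final) for 5 min at ~22 deg C, then incubated with compound 15 min before 400 uM selenite. A first-read NADPH fluorescence drop versus no-compound background flagged substrates.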
# PI4K2A inh: blocks human PI4K2A kinase activity. activity change, negative = inhibition, % at 76.9 µM. hit rate 0.13% among 420,000. purified PI4K2A, ADP-Glo luminescence, 1 h; active compounds read low. Q9BTU6; in the data active = activity change below about -50%; inconclusive = mostly about -30% to -49%;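 note: -100% = wells without enzyme as full effect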
# Target sequence (Q9BTU6 whole entry, looked up): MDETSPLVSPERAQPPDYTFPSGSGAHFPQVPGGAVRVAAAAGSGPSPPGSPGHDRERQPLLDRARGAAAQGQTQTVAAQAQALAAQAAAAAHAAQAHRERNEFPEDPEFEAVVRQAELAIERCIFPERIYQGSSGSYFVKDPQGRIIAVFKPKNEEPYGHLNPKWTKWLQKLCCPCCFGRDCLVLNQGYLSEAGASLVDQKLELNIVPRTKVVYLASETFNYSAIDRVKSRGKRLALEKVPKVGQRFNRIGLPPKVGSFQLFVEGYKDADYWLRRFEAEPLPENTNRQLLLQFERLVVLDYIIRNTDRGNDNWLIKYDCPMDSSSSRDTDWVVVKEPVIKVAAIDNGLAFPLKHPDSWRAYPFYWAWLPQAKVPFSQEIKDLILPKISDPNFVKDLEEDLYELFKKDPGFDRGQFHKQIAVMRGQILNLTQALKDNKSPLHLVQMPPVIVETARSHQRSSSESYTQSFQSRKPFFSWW
#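 ADP-Glo luminescence measured ADP generated by PI4K2A enzyme (4 ug/mL before mixing) with 1.2 mM PI substrate (pre-mix) and 300 microM ATP (pre-mix). Tris pH7.5 buffer with MgCl2, Triton X-100; 1 h reaction at ambient temperature.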
# USP1 inh: blocks the human USP1/UAF1 deubiquitinase complex | O94782 | recombinant USP1/UAF1, Ub-Rhodamine cleavage fluorescence | Potency, µM (doses to about 57.1 µM), for the others: at the highest dose activity change, negative = inhibition, actives largely listed as inhibitors | hit rate 0.23% among 390,000 | AID 743255; note: potency is the fitted concentration of half-maximal effect; % is set by controls: 0 for no effect and ±100 for the full control effect; nearly all actives have a fitted effect of over 60% in size; inactives centre near -12
#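 1 nM enzyme complex + cpd, 15 min RT; start with Ub-Rho 150nM final; kinetic fluorescence ex 480/em 540, 6 reads q60 s. Buffer 50mM HEPES pH 7.8, 0.5mM EDTA, 0.1 mg/ml BSA, 1mM TCEP, 0.01% Tween-20.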
# GLS inhibitor: blocks human kidney-isoform glutaminase activity; GLS enzymatic activity, qHTS titration; Potency, µM (top dose mostly 45.5 µM), for inactives: at the top dose activity change, negative = inhibition, usual class: inhibitors; hit rate 0.21% among 410,000; O94925; note: potency is the fitted concentration of half-maximal effect; % is set by controls: 0 for no effect and ±100 for the full control effect
#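 Enzyme dispensed in phosphate buffer (45 mM, pH 8.2, 0.02% Tween-20), compounds pinned in, then 1 mM L-glutamine solution and the glutamate oxidase–HRP–Amplex Red mix added; fluorescence read immediately and again after 30 min at room temperature.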
# * marks the source's active call; other numbers are inactive results; i = inactive; ? = inconclusive; / = not tested or not shown; [ ] = dose if it differs, or a comment. Unless noted, calls come from the whole dose curve; as a rule, active = well fitted curve in the direction sought with a large enough effect; inconclusive = small, poorly fitted or top-dose-only effect, or another doubt; inactive = no such curve, though single readings can be large; an effect the other way counts as inactive or inconclusive.
# Values in the order – PI4K2A inh	TrxR1 substrate	mIDH1 inhibitor	HP1b chromo inh	Tb PGK inh	USP1 inh	TrxR1 inh	GLS inhibitor	Pin1 inh
Cn1nc(C(C)(C)C)c([N+](=O)[O-])c1C(=O)NC1CCCCC1
 : -1	-5%	-1%	-7%	0%	-4%	12%	-1%	9%
COc1ccc(-c2nn(-c3ccccc3)cc2C(=O)N(C)CC(=O)Nc2cccc(F)c2)cc1
 : 1	5%	8%	54%[activator]	i	-20%	17%	-2%	20%
CCC(C)[C@H](NC(=O)C1CC(=O)N(c2ccc(OC)cc2)C1)C(=O)N1CCCCC1 (stereo partly specified)
 : -4	5%	-3%	10%	-1%	-21%	16%	11%	-1%
CCc1nc(N2CCN(CC(=O)NCC3CCCO3)CC2)c(C#N)c2c1COC(C)(C)C2 (stereo unspecified)
 : -3	10%	0%	33%	-10%	-17%	13%	2%	1%
COc1ccc(CNC2CCCc3ccccc32)cc1OC (stereo unspecified)
 : 0	-21%[57.1 µM]	6%	-6%	-3%	-10%	-1%[57.1 µM]	0%	-2%
O=C(Nc1cc(S(=O)(=O)N2CCCCCC2)ccc1OCC(F)(F)F)c1cnccn1
 : 1	-6%	5%	13%	0%	-4%	-6%	13%	6%
CCN(CC)c1nc2ccccc2n(Cc2cccc(OC)c2)c1=O
 : 1	-5%	11%	150%[activator]	9%	-4%	-3%	6%	-2%
COc1cc(NC(=O)COC(=O)CCCC2=NS(=O)(=O)c3ccccc3N2)cc(OC)c1
 : 0	-13%	0%	11%	4%	-11%	-12%	8%	-8%
COc1ccc(NC(=S)N2CCCC(c3nc4ccc(C)cc4[nH]3)C2)cc1 (stereo unspecified)
 : -2	-6%	-5%	21%	-6%	-6%	9%	2%	-8%
O=C(CSCc1ccccc1Cl)NCc1ccc(Cl)c(Cl)c1
 : -9	2%[57.1 µM]	7%	74%[activator]	i	-4%	23%[57.1 µM]	-1%	14%
COc1ccc2oc(C(=O)NCC3CCCO3)c(C)c2c1 (stereo unspecified)
 : 1	35%[activator]	5%	22%	-8%	-15%	-24%	0%	1%
COc1ccc(CNC(=O)C(c2ccc(C)o2)N(C(=O)c2csnn2)c2ccc(C(C)C)cc2)cc1 (stereo unspecified)
 : -7	-5%	5%	-5%	11%	?	0%	-6%	11%
O=C(CCC1CCCC1)Nc1cc(C(F)(F)F)ccc1N1CCOCC1
 : 5	-4%	0%	63%[activator]	i	-16%	14%	-9%	-4%
O=C1c2ccccc2C(=O)N1CCCCCc1nc(-c2ccccc2)no1
 : 3	-3%	3%	144%[activator]	-2%	-3%	22%	9%	11%
O=C(OCn1nnc2ccccc2c1=O)C1CCN(S(=O)(=O)c2cccs2)CC1
 : 2	3%[57.1 µM]	-1%	31%	-3%	-22%	-1%[57.1 µM]	-10%	0%
CC(C)c1nnc(N2C(=O)C(O)=C(C(=O)c3cccs3)C2c2ccccc2)s1 (stereo unspecified)
 : 8	-6%	10%	8%	-5%	-12%	0%	10%	?
CCCCc1nc(SCC(=O)N2CCCC2)c2c(=O)n(C)c(=O)n(C)c2n1
 : 1	1%	-7%	15%	1%	-7%	30%	9%	2%
Cn1nc(C(F)(F)F)c(-c2ccccc2)c1NC(=O)c1cccnc1
 : 1	-3%	5%	30%	8%	0%	6%	1%	5%
CC(C)CC(CSc1ccc(Br)cc1)N1CCN(CC(C)C)CCC1=O (stereo unspecified)
 : /	-5%	/	76%[activator]	/	/	?	/	?
CC1=CC2=NC(=O)/C(=C\c3cc(C)n(-c4ccccc4F)c3C)C(=N)N2O1
 : 2	11%[57.1 µM]	3%	0%	5%	?	20%[57.1 µM]	3%	6%
CCOC(=O)c1ccc(NC(=O)CSc2nccn2Cc2ccc(OC)cc2)cc1
 : -1	1%[57.1 µM]	4%	-7%[57 µM]	-10%	-28%	23%[57.1 µM]	0%	8%
O=C(CCC(=O)NCCCc1ccccc1)NCCCc1ccccc1
 : -1	-13%	-2%	37%	-2%	-5%	-15%	-28%	0%
Cc1c(O)c(S(=O)(=O)c2ccccc2)c(=O)n(-c2ccccc2)c1-c1ccccc1
 : -1	0%	5%	24%	1%	-8%	-1%	9%	-8%
Cc1cc(=O)oc2ccc(OCC(=O)N3CCC(C)CC3)cc12
 : 0	0%[57.1 µM]	12%	31%[activator]	-1%	-21%	-67%	-10%	-4%
CC(C)Cn1c(N)c(C(=O)COC(=O)CCNS(=O)(=O)c2ccccc2)c(=O)n(C)c1=O
 : -5	-3%	8%	16%	i	-26%	9%	7%	0%
CC(CC(=O)N(C)CC(=O)Nc1ccc(N2CCOCC2)cc1)c1ccccc1 (stereo unspecified)
 : 1	2%	1%	2%	0%	3%	12%	30%	0%
CCC(C)(C)C1CCc2[nH]nc(C(=O)NCCCNC(=O)OC(C)(C)C)c2C1 (stereo unspecified)
 : 2	5%[57.1 µM]	-3%	35%	i	-21%	22%[57.1 µM]	-8%	2%
Cc1cc(C)n(C(=O)c2ccc([N+](=O)[O-])cc2[N+](=O)[O-])n1
 : -6	-8%[57.1 µM]	-2%	12%	0%	-21%	5%[57.1 µM]	-2%	-7%
COc1ccc(/C=C/C(=O)CC(O)(c2ccccc2)C(F)(F)F)cc1 (stereo unspecified)
 : 8	6%[57.1 µM]	4%	56%[activator]	-3%	-26%	-13%[57.1 µM]	11%	-2%
COc1ccccc1CCC(=O)OCC(=O)N1c2ccccc2NC(=O)C1(C)C
 : -9	1%	-18%	9%	-7%	-12%	9%	0%	3%

# Just TrxR1 substrate, mIDH1 inhibitor and Tb PGK inh, for two of the compounds above:
canonical_smiles | TrxR1 substrate | mIDH1 inhibitor | Tb PGK inh
COc1cc(NC(=O)COC(=O)CCCC2=NS(=O)(=O)c3ccccc3N2)cc(OC)c1 | -13% | 0% | 4%
O=C1c2ccccc2C(=O)N1CCCCCc1nc(-c2ccccc2)no1 | -3% | 3% | -2%

# New compounds follow
# Values in the order – PI4K2A inh	TrxR1 substrate	mIDH1 inhibitor	HP1b chromo inh	Tb PGK inh	USP1 inh	TrxR1 inh	GLS inhibitor	Pin1 inh
COc1ccccc1CNC(=O)C1CC(c2ccccc2[N+](=O)[O-])=NO1 (stereo unspecified)
 : 2	-5%	-5%	21%	2%	-26%	-9%	2%	-7%
O=C1C(NS(=O)(=O)c2ccccc2)=C(N2CCN(c3ccc(F)cc3)CC2)C(=O)c2ccccc21
 : -7	-14%	0%	10µM*	-11%	-17%	-12%	19%	-3%
Cc1noc(C)c1S(=O)(=O)N(C)C[C@H]1OCCCC[C@H](C)Oc2ccc(NC(=O)CCCN(C)C)cc2C(=O)N([C@H](C)CO)C[C@@H]1C
 : 4	/	-17%	/	-3%	-15%	/	-14%	/
CCOc1ccc(N2C(=O)CC(SCCN)C2=O)cc1 (stereo unspecified)
 : -11	-4%	0%	23%	-11%	-18%	-23%	0%	0%
Cc1cc(C)cc(OCCCOc2cccc3cccnc23)c1
 : -3	-5%[57.1 µM]	3%	38%[activator]	-4%	-18%	-21%[57.1 µM]	-3%	2%
CCOC(=O)/C=C1\NC(=O)C(C)S1 (stereo unspecified)
 : 3	-1%	10%	44%[activator]	-8%	-23%	49%[activator]	-7%	0%
Cc1ccc(-n2ncc3c(NC4CCCCCC4)ncnc32)cc1Cl
 : 2	-1%[57.1 µM]	1%	-3%	i	-15%	19%[57.1 µM]	-2%	-4%
COC(=O)C(NC(=O)c1ccccc1)=C1C=C(C)OC(C)=C1
 : 0	-11%	2%	1%	i	-5%	-13%	32%	2%
COc1ccc(Br)cc1/C=C/c1ccc2cccc(O)c2n1
 : 1	-3%	-2%	34%	0%	-18%	-7%	16%	-1%
COc1cc(NC(=O)c2ncn(-c3ccccc3)n2)cc(OC)c1
 : 0	10%	/	24%	/	?	11%	6%	-3%
COC(=O)C1=C(CSc2nccn2C)NC(=O)NC1c1cc(C)ccc1C (stereo unspecified)
 : 0	10%	10%	22%	0%	-10%	14%	2%	4%
COc1ccc(C(F)(F)F)cc1N/C=C\c1nnnn1-c1ccccc1
 : 6	2%	4%	55%[activator]	1%	-7%	14%	17%	?

# Individual results from the results shown:
# Result of `CCOc1ccc(N2C(=O)CC(SCCN)C2=O)cc1` (stereo unspecified) in TrxR1 inh: -23%
# Result of `COc1ccc(C(F)(F)F)cc1N/C=C\c1nnnn1-c1ccccc1` in GLS inhibitor: 17%
# Result of `COC(=O)C(NC(=O)c1ccccc1)=C1C=C(C)OC(C)=C1` in HP1b chromo inh: 1%
# Result of `COC(=O)C1=C(CSc2nccn2C)NC(=O)NC1c1cc(C)ccc1C` (stereo unspecified) in mIDH1 inhibitor: 10%
# Result of `Cc1cc(C)cc(OCCCOc2cccc3cccnc23)c1` in TrxR1 inh: -21%[57.1 µM]

# Only part of the results is shown. The share of hits here may be higher or lower than overall.
